From PubChem
PV pol inh: poliovirus RdRp elongation inhibitors, primary screen, biochemical, fluorescence polarization, total intensity | poliovirus polymerase elongation; active compounds read low | AID 588519, 2011 | 150,000 tested, 0.66% active | Genome polyprotein (Poliovirus type 1 (strain Mahoney)), P03300 | % elongation, % (compound at 16.7 µg/mL); in the data active means % elongation below about 90%; further: some results filed as inactive read as strong as hits
Target sequence (P03300 1749-2209 limits assumed): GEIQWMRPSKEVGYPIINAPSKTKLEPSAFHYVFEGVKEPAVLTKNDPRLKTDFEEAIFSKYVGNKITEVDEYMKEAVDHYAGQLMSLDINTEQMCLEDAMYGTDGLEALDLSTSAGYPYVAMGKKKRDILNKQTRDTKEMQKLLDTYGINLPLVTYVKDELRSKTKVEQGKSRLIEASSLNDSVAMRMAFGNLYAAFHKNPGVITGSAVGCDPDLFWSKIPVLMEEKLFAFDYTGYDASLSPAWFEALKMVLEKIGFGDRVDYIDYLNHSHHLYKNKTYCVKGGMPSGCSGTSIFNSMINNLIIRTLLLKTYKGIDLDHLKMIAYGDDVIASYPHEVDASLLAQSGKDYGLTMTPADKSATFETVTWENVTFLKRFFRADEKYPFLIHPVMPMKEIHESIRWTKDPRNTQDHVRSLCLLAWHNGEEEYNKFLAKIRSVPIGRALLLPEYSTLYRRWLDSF
PV pol inh FP z-score: recorded beside PV pol inh, whose call it bears; z-score; measured here: FP z-score; hits read low
An asterisk follows results filed as active.

SMILES	PV pol inh	PV pol inh FP z-score
CS(=O)c1scc2c1C(=O)CC(C)(C)C2 (configuration not stated)	104	0.5
Cc1ccc(C(=O)OCC(=O)NC2CCCC2)cc1	107	0.6
CC(C)CCNC(=O)CN1C(=O)COc2ccc(S(=O)(=O)N3CCOCC3)cc21	100	-1.6
O=c1c(=O)n(-c2ccccc2)ccn1Cc1c(F)cccc1Cl	109	0.5
CC1(C)OC(=O)C1C(=O)O (configuration not stated)	102	-0.2
CCN(CC)Cc1cc(C(C)(C)C)oc1C(=O)O	95	-1.6
CCc1cccc(C)c1NC(=O)C(C)C	106	1
CS(=O)(=O)c1nc2ccccc2n1Cc1ccccc1	100	-0.7
c1ccc(-n2nnnc2NC2CCCCCC2)cc1	100	-0.1
COC(=O)c1cc2c(cc1NC(=O)c1cccc3c1SCCC3=O)OCO2	105	1.6
Cc1ccc(-c2noc(CN(C(C)C)S(=O)(=O)c3ccc(F)cc3)n2)cc1	104	0.8
O=C(NCCc1ccccc1)c1ccc2nc(-c3cccs3)c(-c3cccs3)nc2c1	104	0.6
CCCN1C(C(=O)c2ccccc2)=C(OC(=O)c2ccc(OC)cc2)c2ccccc2S1(=O)=O	112	0.9
NC(=O)c1ccccc1NC(=O)CC(c1ccccc1)c1ccccc1	105	0.1
O=C(OC1CCCCC1)c1nsc(Cl)c1Cl	102	0.9
O=C(CNCc1ccco1)Nc1ccccc1C(=O)c1ccccc1	93	-1.3
CC1(C)Cc2snc(C(N)=O)c2C1	102	-0.3
Cc1ccc(CN(C)C(=O)CCN2c3ccccc3Sc3ccccc32)o1	102	0
Cc1nnc(SCC(=O)NCc2ccccc2F)c2nn(-c3ccc(Cl)cc3)c(C)c12	107	0.7
NC1=NC(=O)C(CC(=S)Nc2ccc(N3CCCCC3)cc2)S1 (configuration not stated)	108	0.5
COC(=O)c1sccc1NS(=O)(=O)c1ccc(C(=O)OC)n1C	107	1.1
O=c1oc2ccccc2cc1-c1ccc(Cl)cc1	97	-0.4
COc1ccc(C)cc1S(=O)(=O)Nc1ccccc1	99	-0.1
COc1ccc(C)cc1NC(=O)c1c(C)nc2ccccn12	105	0.9
CC(OC(=O)CSc1nnc(-c2ccccc2)n1-c1ccccc1)C(=O)Nc1ccccc1C#N (configuration not stated)	107	0.9
COc1cc(/C=C2/C(=O)NN(c3ccc(Cl)cc3)C2=O)ccc1OC(=O)c1ccco1	101	0.1
COc1ccccc1-c1nc2c(c(SCc3ccc(F)cc3Cl)n1)Cc1c(CO)cnc(C)c1O2	104	-0.7
COC(=O)c1[nH]c(Cn2cc(S(=O)(=O)N3CCCC3)ccc2=O)c(C(=O)OC)c1C	108	-0.2
CN=c1scc(C)n1/N=C/c1ccc(O)cc1	103	0.1
CN1CCC/C1=c1\c(=O)n(-c2ccccc2)n2c(-c3ccc(Cl)cc3)cnc12	103	0
O[C@@H]1[C@@H](O)[C@H](Nc2ccccc2)OC[C@H]1O	148	3.9
Cn1c(=O)c2c(c3ccccc31)OC(=O)CC2c1cccnc1 (configuration not stated)	101	-0.1
O=C(Nc1nncs1)Oc1ccccc1	101	0
COc1ccc(N(C)C(=O)CCS(=O)(=O)c2cccc3nonc23)cc1	100	0.1
Cc1ccc(/C=C(\C#N)c2nc(-c3cc4c(ccc5ccccc54)oc3=O)cs2)cc1	101	-0.3
CN1CCCNc2nc3ccccc3nc21	102	-0.1
CCc1ccc(-c2csc3nc4ccccc4n23)cc1	99	-1.5
CCOc1ccccc1N(CC)C(=O)c1cc2c(=O)[nH]c3ccc(C)cc3c2s1	106	0.4
COc1cccc(/C=C2/NC(=O)N(Cc3ccc(F)cc3)C2=O)c1	101	-0.1
Brc1cccc(-c2cn3nc(C4CC4)sc3n2)c1	103	0.6
COc1ccc(-n2c(SCC(=O)NCc3ccccc3)nc3n[nH]c(C)c3c2=N)cc1	102	-0.3
CCCNS(=O)(=O)c1cccc(C(=O)N2CCN(c3cccc(OC)c3)CC2)c1	113	0.6
CSc1n[nH]c(N)c1C#N	103	0.5
COC(=O)c1ccc2c(=O)n(CCC3=CCCCC3)c(SCc3ccc(Cl)cc3)nc2c1	105	0.7
CC(=O)NS(=O)(=O)c1ccc(Br)cc1	102	0.1
O=C(/C=C/c1ccccc1)Oc1ccc2oc(=O)sc2c1	99	-0.5
Cc1ccc(C(C)C)c(OCCn2cc(C(=O)c3ccco3)c3ccccc32)c1	107	0.4
CC(=O)c1ccc(NC(=O)c2cc(C3CC3)nc3c2c(C)nn3-c2ccc(C)cc2)cc1	113	1
O=c1c2c(nc(NCCO)n1Cc1ccccc1)-c1ccccc1CC21CCCCC1	110	0.6
Cc1ccc(-c2nnc(Nc3ccccc3)c3ccccc23)cc1S(=O)(=O)N1CCOCC1	106	0.2

Part of the list above, set out differently.
Molecule | PV pol inh | PV pol inh FP z-score
CC(=O)c1ccc(NC(=O)c2cc(C3CC3)nc3c2c(C)nn3-c2ccc(C)cc2)cc1 | 113 | 1
O=c1c2c(nc(NCCO)n1Cc1ccccc1)-c1ccccc1CC21CCCCC1 | 110 | 0.6

Structures shown so far that have a COOH group (two):
SMILES	PV pol inh	PV pol inh FP z-score
CC1(C)OC(=O)C1C(=O)O (configuration not stated)	102	-0.2
CCN(CC)Cc1cc(C(C)(C)C)oc1C(=O)O	95	-1.6

(list continues)
SMILES	PV pol inh	PV pol inh FP z-score
Cc1cccc(CS(=O)(=O)Cc2ccc(C(=O)NCc3cccs3)o2)c1	98	-0.9
CC1=C(C(=O)Nc2cc(Cl)ccc2C)C(c2cccs2)n2ncnc2N1 (configuration not stated)	113	1.6
COc1ccc(NC(=O)CN2C(=O)C(=O)c3ccccc32)c(OC)c1	105	-0.1
O=C(CC1S/C(=N\N=C2CCCCCCC2)NC1=O)Nc1ccccc1 (configuration not stated)	100	-0.1
CCOC(=O)c1ccc2[nH]c3c(c2c1)CCCC3C(=O)OCC (configuration not stated)	104	0.1
CC(=O)Nc1ccc(C(=O)CSc2ncn(-c3ccccc3)n2)cc1	103	0.2
O=C(CC1(c2ccc(Cl)cc2)C(=O)c2ccccc2C1=O)N1CCCCC1	110	0.6
OC(c1ccc(Br)cc1)C12CN3CN(CN(C3)C1)C2 (configuration not stated)	102	0.1
O=C(O)c1ccc(COc2ccccc2)o1	100	-0.4
Cc1nn(-c2ccccc2)c2sc(C(=O)N(C)C(C)C(O)c3ccccc3)cc12 (configuration not stated)	102	0.2
CC(C)(C)C(=O)Oc1ccccc1OC(=O)c1ccccc1	104	0.9
COc1ccc(/C=C2/SC(=S)N(CCC(=O)O)C2=O)cc1	105	0.3
N#Cc1ccc(NC(=O)Nc2cccc3ccccc23)cc1	102	-0.1
CC(C)Cn1cc(NC(=O)N2CCN(c3ccc(F)cc3)CC2)c2ccccc2c1=O	103	-0.1
O=C(Nc1nnc(S(=O)(=O)N2CCCCCC2)s1)c1ccc(Br)cc1	105	-0.8
O=C(COC(=O)c1n[nH]c2ccccc12)NC1CCCCC1	103	0.7
CCOc1ccccc1NC(=O)Cn1c(=O)n(Cc2ccc(OC)cc2)c(=O)c2oc3ccccc3c21	104	-0.5
CCN1CCC(N(Cc2cccc(OC)c2)C(=O)NC23CC4CC(CC(C4)C2)C3)CC1	101	-0.3
O=C(CN1CCOCC1)N1c2ccccc2Sc2ccc(Cl)cc21	100	-0.3
O=C(NCc1cc(F)cc2c1OCOC2)c1ccc2nonc2c1	104	0.4
O=C1NCCc2c(OCC(=O)N3CCCC3)cccc21	104	0.5
CCCCNC(=O)Nn1c(=O)[nH]c2ccccc2c1=O	99	-0.1
COC(=O)CC1Nc2ccccc2SC1=O (configuration not stated)	102	0.3
CSc1cccc(NC(=O)c2ccc3snnc3c2)c1	99	-2
CN(C)CCCN1C(=O)CSC1c1ccc(Cl)c(Cl)c1 (configuration not stated)	103	0.3
Cc1onc(-c2ccccc2Cl)c1C(=O)N1CCN=C1SCc1ccccc1F	104	1.5
CNc1ccc(O)cc1	59*	-6.4*
O=C(O)c1[nH]c2ccccc2c1C=NCc1ccccc1Cl	103	0.8
COc1ccc(C(=O)N2CCc3cc(OC)c(OC)cc3C2COc2ccc3c(C)cc(=O)oc3c2)c(OC)c1 (configuration not stated)	108	0.7
Nc1ccc(NS(=O)(=O)c2ccccc2)cc1	102	0.1
CSCCC(NS(=O)(=O)c1ccc2c(c1)oc(=O)n2C)C(=O)N1CCN(c2ccc(C(C)=O)cc2)CC1 (configuration not stated)	105	0.2
CC(=O)N1CC(=O)N/C(=C\c2cccnc2)C1=O	101	-0.1
CCOC(=O)Cn1c(=O)c(-c2nc(C(C)(C)C)cs2)cn(C(C)C)c1=O	104	0.5
O=C(CSc1cccc[n+]1[O-])N1c2ccccc2Sc2ccccc21	100	-0.5
Cc1cc(C(=O)CCC(=O)O)ccc1F	103	0.4
CCc1ccc(NC(=O)N2CCN(C(=O)c3nsc4ccccc34)CC2)cc1	100	-1.7
O=C(NNc1ccccc1C(F)(F)F)c1cccs1	105	1.2
COc1ccc(NC(=S)NCC2CCCO2)cc1 (configuration not stated)	99	-0.3
O=C(CCc1nc2cccnc2n1Cc1cccs1)Nc1ccc2c(c1)OCCO2	100	0.1
Cc1ccc(-c2onc3ccc(C(=O)O)cc23)cc1	99	-0.4
Cc1ccccc1NC(=O)c1[nH]cnc1C(=O)NN	104	0.7
CCC1=C(c2ccc(C)cc2)S(=O)(=O)N=C1N1CCC(C(=O)NC2CC2)CC1	101	0
COc1ccc(-n2c(C)nc3c(cnn3-c3ccc(F)cc3)c2=O)cc1	108	-0.4
S=C(NCCN1CCOCC1)Nc1ccc(Cl)cc1	102	0.3
Nc1nc2c3ccccc3nc(C3CC3)n2n1	102	0.6
COc1ccc(-c2cc(OC(=O)c3ccccc3C)c3c(C)oc(C)c3c(=O)c2)cc1	110	1.3
O=C(CN1CC(=O)Nc2ccccc21)Nc1ccc(S(=O)(=O)N2CCCC2)cc1	101	-0.1
CC(C)(C)NC(=O)c1sccc1C(=O)O	99	-1.2
O=C(NCc1ccco1)c1ccc(CSc2nc3ccncc3n2Cc2ccccc2)cc1	101	-0.3
COc1cccc(C(c2c(O)cc(C)n(Cc3ccco3)c2=O)N2CCC(C)CC2)c1 (configuration not stated)	115	1.4
Additional records:
SMILES	PV pol inh	PV pol inh FP z-score
COC(=O)C1C(=O)CC(C)(O)C(C(=O)OC)C1c1ccccc1 (configuration not stated)	105	0.3
CSc1ncc(C(=O)NCc2cccc(C)c2)c(-c2ccccc2)n1	100	-1.4
CCC1SC(=NC(=O)c2cccs2)NC1=O (configuration not stated)	101	0
O=C(CSc1ccccn1)NCc1ccc2c(c1)OCO2	101	0.3
COc1ccccc1CNC(=O)C1CCN(c2ncnc3c2nc2n3CCCCC2)CC1	108	0.4
COc1cc2c(C#N)c(N(C)CCc3ccc(OC)c(OC)c3)nc(N)c2c(N)n1	125	2.3
CCC(C)OC(=O)/C(C#N)=C\c1ccc(-c2ccccc2Cl)o1 (configuration not stated)	105	0.1
CCC(C(=O)NCCc1ccc(OC)c(OC)c1)n1nc(C)c2sc3ccccc3c2c1=O (configuration not stated)	109	0.1
CC(NC(=O)Nc1cccc(Cl)c1Cl)c1ccc2c(c1)OCO2 (configuration not stated)	101	0.2
Cc1ccc(/C=N/NC(=O)CCc2c(C)n[nH]c2C)cc1	103	0.3
O=C(O)CCCC(=O)Nc1ccccc1SCc1noc(-c2cccs2)n1	103	0.1
O=C(NCC1CCCO1)c1cn(-c2ccccc2)nc1-c1cccs1 (configuration not stated)	101	-0.5
O=C(COc1ncnc2sccc12)N1CCCCC1	101	-0.3
COc1ccc(-c2noc(-c3ccc(N4CCOCC4)c([N+](=O)[O-])c3)n2)cc1	105	-0.6
COc1ccc(CN(Cc2cc(OC)c(OC)c(OC)c2)C(=O)C(C)(C)C)cc1	99	-0.6
CCOc1ccccc1NC(=O)COC(=O)c1cc(Cl)ccc1Cl	102	0.3
O=C1C(Sc2ncn[nH]2)=C/C(=N/S(=O)(=O)c2ccc(F)cc2)c2ccccc21	88*	-3.5*
COc1ccc(/C=C/C(=O)NCc2ccco2)cc1OC	100	-0.7
O=C(NCCc1ccc(Cl)cc1)c1ccc(CSCc2cccc(Cl)c2)o1	107	0.2
CCCCn1c(SCC(=O)OC)nc2ccccc2c1=O	101	0
Cc1cc(NC(=O)CSCC(=O)N2CCN(c3ccccc3)CC2)no1	101	-0.2
COC(=O)C(CC(C)C)NC(=O)c1cc(-c2ccccc2)nc2ccccc12 (configuration not stated)	99	-0.5
O=C(O)CCN1C(=O)/C(=C\c2ccccc2)SC1=S	107	1
COc1ccccc1CCNC(=O)CCn1c(=O)c2cccn2c2ccc(F)cc21	109	0.3
O=C(COc1ccccc1F)NCCc1ccc2c(c1)OCCO2	102	0
Cn1c(=O)c2sccc2n2c(CCC(=O)NCc3ccc(Cl)cc3)nnc12	105	-0.2
COc1ccc2nc(Cl)c(C#N)cc2c1	101	0.1
CC(=O)Nc1nonc1Nc1csc(CC#N)n1	116	1.3
O=C(NCc1ccncc1)C12CC3CC(CC(C3)C1)C2	102	0.1

An excerpt from above in order of SMILES length, rising.
SMILES	PV pol inh	PV pol inh FP z-score
COc1ccc2nc(Cl)c(C#N)cc2c1	101	0.1
O=C(COc1ncnc2sccc12)N1CCCCC1	101	-0.3
CCCCn1c(SCC(=O)OC)nc2ccccc2c1=O	101	0
COc1ccc(/C=C/C(=O)NCc2ccco2)cc1OC	100	-0.7
O=C(NCc1ccncc1)C12CC3CC(CC(C3)C1)C2	102	0.1
Cc1ccc(/C=N/NC(=O)CCc2c(C)n[nH]c2C)cc1	103	0.3
O=C(NCC1CCCO1)c1cn(-c2ccccc2)nc1-c1cccs1 (configuration not stated)	101	-0.5
O=C(O)CCCC(=O)Nc1ccccc1SCc1noc(-c2cccs2)n1	103	0.1
O=C(NCCc1ccc(Cl)cc1)c1ccc(CSCc2cccc(Cl)c2)o1	107	0.2
COc1ccccc1CCNC(=O)CCn1c(=O)c2cccn2c2ccc(F)cc21	109	0.3
COC(=O)C(CC(C)C)NC(=O)c1cc(-c2ccccc2)nc2ccccc12 (configuration not stated)	99	-0.5
COc1ccc(CN(Cc2cc(OC)c(OC)c(OC)c2)C(=O)C(C)(C)C)cc1	99	-0.6
CCC(C(=O)NCCc1ccc(OC)c(OC)c1)n1nc(C)c2sc3ccccc3c2c1=O (configuration not stated)	109	0.1
COc1ccc(-c2noc(-c3ccc(N4CCOCC4)c([N+](=O)[O-])c3)n2)cc1	105	-0.6
O=C1C(Sc2ncn[nH]2)=C/C(=N/S(=O)(=O)c2ccc(F)cc2)c2ccccc21	88*	-3.5*

The list is partial; count on the stated rates, not on these rows.
